PMI act – activators of human phosphomannose isomerase; purified human PMI, coupled resazurin fluorescence, 20 min; active compounds read high; 1 = vehicle control, 0 substrate-free wells; P34949; AID 1214; hit rate 0.005% among 190,000; activation factor at 20 µM;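 active = activation factor of 2 or more at 20 µM, relative to plate controls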
TNAP act hiacc – TNAP (human) activation, high acceptor; P05186; purified TNAP, CDP-star luminescence, 1 M DEA, 30 min; active compounds read high; 0 = EDTA background, 1 = DMSO-only activity; activation factor at 20 µM; 200,000 tested, under 10 active;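 active = activation factor at least 2 at 20 µM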
Target sequence (P05186 whole entry, looked up): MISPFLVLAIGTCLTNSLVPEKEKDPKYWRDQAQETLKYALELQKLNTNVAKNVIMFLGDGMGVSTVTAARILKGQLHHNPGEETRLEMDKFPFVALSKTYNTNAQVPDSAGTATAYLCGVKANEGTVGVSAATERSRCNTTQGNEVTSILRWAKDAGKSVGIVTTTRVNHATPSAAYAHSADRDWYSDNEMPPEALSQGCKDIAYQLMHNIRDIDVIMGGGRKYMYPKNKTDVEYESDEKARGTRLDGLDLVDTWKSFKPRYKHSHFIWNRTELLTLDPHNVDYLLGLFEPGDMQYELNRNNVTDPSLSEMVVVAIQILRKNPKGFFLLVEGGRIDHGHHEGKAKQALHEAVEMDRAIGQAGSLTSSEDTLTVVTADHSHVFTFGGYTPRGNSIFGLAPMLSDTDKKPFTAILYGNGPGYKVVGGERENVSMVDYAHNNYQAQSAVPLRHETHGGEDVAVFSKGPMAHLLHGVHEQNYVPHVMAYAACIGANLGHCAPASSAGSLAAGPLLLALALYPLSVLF
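Control set: EDTA negative control, DMSO positive control / Assay system: human TNAP / Quantity: TNAP 1/800 final / Evaluation: TNAP activation factor scaled between EDTA and DMSO control wells / Measured by: luminescent substrate turnover signal / Compound dosing: one dose, 20 µM / Times: 30 min enzyme reaction at room temperature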
TNAP inh hiacc – TNAP (human) inhibition, high acceptor. purified TNAP, CDP-star luminescence, 1 M DEA. inhibition, % at 20 µM. hit rate 0.03% among 200,000. AID 1135;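 active = over 50% inhibition of tissue-nonspecific alkaline phosphatase at 20 µM in the single-dose screen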;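 note: plate controls were DMSO wells for no effect and EDTA-quenched wells as full inhibition for full effect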
TNAP inh no acc – blocks human TNAP activity with no phosphate acceptor present. P05186. purified TNAP, CDP-star luminescence, 30 min. inhibition, % at 20 µM. hit rate 0.26% among 200,000. AID 1012;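 active = tissue-nonspecific alkaline phosphatase inhibition above about 50% at 20 µM in the single-dose screen, limit read from the data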;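 note: 0% = DMSO negative control and 100% = EDTA positive control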
bIAP activator – intestinal alkaline phosphatase (bovine) activation; activation factor at 20 µM; purified bovine IAP, CDP-star luminescence, 30 min; active compounds read high; fold of DMSO-control signal, blank-subtracted; AID 1016; hit rate 0.17% among 200,000;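 active = activation factor of 2 or more at 20 µM, a signal rise over negative controls twice the positive control's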
PMI act satM6P – PMI (human) activation, high substrate | coupled PMI enzyme assay, resazurin fluorescence, 20 min; active compounds read high; 1 = untreated enzyme, 0 = substrate-free blank | activation factor at 20 µM | hit rate 0.34% among 190,000 | AID 1216;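 active = activation factor of 2 or more at 20 µM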
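Test system: human phosphomannose isomerase with PGI, G6PDH, diaphorase coupling enzymes; amount: 15 ng/mL PMI; incubation: enzyme reaction with compound 20 min at room temperature; technique: resorufin fluorescence (Ex 544/Em 590 nm) from resazurin via diaphorase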
APP 5'UTR act – activates APP 5'UTR luciferase reporter; SH-SY5Y APP 5'UTR luciferase reporter, luminescence; zero percent = DMSO vehicle wells; activation, % at 2 µM; hit rate 1% among 190,000; AID 1276;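 active = activation above a set limit, based on mean plus 3 SD of controls, cut at about 140% in these data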; note: values of inactives mirror those of a sister screen read the other way
NF-kB neuron act – NF-kB expression increase, human neuronal cells | NF-kB reporter expression; active compounds read high | fold change at 12.5 µM | hit rate 1.6% among 190,000 | AID 1239; in the data active = fold change above about 3.3
FLuc stim CS – firefly luciferase counter-screen for stimulation assays; 200,000 tested, under 10 active; ATPlite luciferase biochemical, luminescence, 10 min; 0 = ATP-free wells, 1 = DMSO control; P08659; AID 1027; activation factor at 10 µM;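 active = luciferase activation factor, scaled between plate controls, of at least 2 with compound at 10 µM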
Target sequence (P08659 whole entry, looked up): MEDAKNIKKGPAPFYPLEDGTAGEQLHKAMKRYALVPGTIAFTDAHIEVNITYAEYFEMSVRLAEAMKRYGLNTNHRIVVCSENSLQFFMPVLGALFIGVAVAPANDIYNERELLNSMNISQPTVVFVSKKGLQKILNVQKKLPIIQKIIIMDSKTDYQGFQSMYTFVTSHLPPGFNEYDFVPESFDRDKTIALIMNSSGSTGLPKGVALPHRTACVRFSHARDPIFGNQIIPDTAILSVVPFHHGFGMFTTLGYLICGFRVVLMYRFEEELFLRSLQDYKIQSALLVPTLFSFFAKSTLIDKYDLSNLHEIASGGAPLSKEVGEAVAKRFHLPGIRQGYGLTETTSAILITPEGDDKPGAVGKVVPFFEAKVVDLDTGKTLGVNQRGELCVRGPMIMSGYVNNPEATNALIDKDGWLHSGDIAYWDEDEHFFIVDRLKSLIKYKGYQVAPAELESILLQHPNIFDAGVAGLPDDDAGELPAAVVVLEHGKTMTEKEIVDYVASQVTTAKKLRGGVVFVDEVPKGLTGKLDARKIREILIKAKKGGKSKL
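Material: Luciferase/luciferin reagent mix | Doses: Test compounds dosed from 2 mM stocks in 100% DMSO | Timing: 10 min incubation after luciferase reagent addition, room temperature | Measured by: Luminescence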
FLuc inh counter – counter-screen for luciferase assay inhibitors: firefly luciferase inhibition; ATPLite firefly luciferase biochemical luminescence, 10 min; AID 1006; hit rate 1.5% among 200,000; inhibition, % at 10 µM;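 active = inhibition above about 50% when tested at 10 µM, limit read from the data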
* marks the source's active call; other numbers are inactive results; / = not tested or not shown.

SMILES	PMI act	TNAP act hiacc	TNAP inh hiacc	TNAP inh no acc	bIAP activator	PMI act satM6P	APP 5'UTR act	NF-kB neuron act	FLuc stim CS	FLuc inh counter
Cc1cccc(C(=O)N[C@H](C(=O)OCC(=O)NC(=O)c2cccn2C)C(C)C)c1	0.9	1	1	-2	0.9	0.8	-4	1.5	1.1	-6
O=C(/C=C/c1ccccc1)N1CCCN(C(=O)/C=C/c2ccccc2)CC1	0.9	1.1	-5	-14	0.9	1	19	1.2	1	2
O=C(/C=N/O)Nc1ccccc1C(=O)O	0.9	1	-3	-8	0.9	1	6	1.2	1	-3
Cc1cc(C(=O)N/N=C/c2cc(Cl)cc([N+](=O)[O-])c2O)c2ccccc2n1	0.8	0.8	20	8	1.1	1.1	-27	0.57	1	0
CC(=O)Oc1ccc(/C=C2\N=C(C3CCCCC3)OC2=O)cc1	1.1	1	-3	-11	0.9	1.1	-10	2	1	4
O=C(NC(=S)Nc1nc2c(s1)CCCC2)c1ccccc1	0.7	1	1	13	0.7	0.8	191*	1.6	0.4	63*
O=C1c2ccccc2S(=O)(=O)N1Cc1cccc(S(=O)(=O)N2CCOCC2)c1	1.1	1.1	-7	-14	0.9	1.1	-5	1.2	1	-2
CSc1nc(C)cc(SCCO)n1	1.2	1.1	-8	-17	0.9	1.1	6	0.98	1.1	-8
CC(C)N(Cc1nc(-c2ccc(Cl)cc2)no1)C(=O)c1cccs1	0.9	1	-3	-11	0.9	0.9	-1	1.4	1.1	-6
CC(=O)Nc1ccc(NC(=O)CSc2nnc(-c3ccc(NS(C)(=O)=O)cc3)n2C)cc1C	1	1	-4	-12	1	1	-6	0.97	1	-4
NC(=O)COc1ncn(-c2ccccc2)n1	1	1	-3	-18	1	1	10	1.2	1.1	-7
Cc1ccc(-c2nc(CCN3C(=O)c4ccccc4C3=O)cs2)cc1	1	1	0	-5	1.1	1	2	1.1	1	-3
N#Cc1c2n(c(=S)n(-c3ccc(F)cc3)c1=O)CCCCC2	1.1	1	-2	-12	1	1.1	10	1.1	1.1	-6
Fc1ccc(-c2ccc(Nc3cccc(F)c3)nn2)cc1	1	1	-4	-7	1.1	1	56	1.7	0.9	9
C=CCN(c1cccc(C(F)(F)F)c1)S(=O)(=O)c1cccc(C(=O)OCC(=O)NC)c1	0.9	1	-2	-13	0.6	0.9	10	1.1	1	-4
O=C(Nc1ccc(Cl)c(S(=O)(=O)N2CCOCC2)c1)c1ccccn1	1	1	4	3	1.1	0.9	18	1.1	1	-4
COc1ccc(NC(=O)c2ccco2)cc1NC(=O)c1cccnc1	0.8	1.1	-6	-13	1	0.8	-21	1.1	1	4
Cn1c(=O)n(C)c2cc(NC(=O)c3cc4ccccc4o3)ccc21	0.8	1	1	-4	1	0.9	21	0.63	1	4
O=C(CCS(=O)(=O)c1cccc2nsnc12)NC1CCCCC1	1.1	1	-3	-9	1	1	-1	1.1	1.1	-6
CC(/C=C/c1ccco1)=N\NC(=O)CNc1cccc(C)c1	1	1	-1	-10	1	0.8	2	1.1	1.1	-6
CCc1nnc(NC(=O)CSc2nnc(Cc3ccccc3)o2)s1	0.9	1	-2	-4	0.9	1	-5	1.2	1.1	-5
Cc1cc2c(c(Sc3ccccc3)n1)C(=O)OC2	1	1	-5	-6	0.9	1.1	-15	1	1.1	-8
C[C@@H]1CC[C@@]2(O[C@H](CCO)C[C@@H](O)[C@@H]2O)O1	1.1	1	-2	-8	1.1	1.1	7	1.2	1.1	-6
COc1ccc(OCc2nnc(SCC(=O)N3CCOCC3)o2)cc1	1	1	-3	-6	1	1.1	-14	1.2	1	3
CCOC(=O)Cn1c(=O)c2c(nc3n2CCN3Cc2ccccc2)n(C)c1=O	1	1.1	-8	-7	1	0.9	-10	1	1.1	-6
Cn1c(=O)c(C(=O)CSc2ccccc2)c(N)n(Cc2ccccc2)c1=O	1	1	-4	-11	0.8	1	-4	1.1	1.1	-7
N#CC1=C(Nc2ccccc2)SC=C(c2ccc(F)cc2)N=C1N1CCOCC1	1	1	-2	-9	0.7	0.9	5	1.4	1.1	-5
Cc1c(NC(=O)CSc2nc3ccccc3[nH]2)c(=O)n(-c2ccccc2)n1C	1	1.1	-8	-16	1.3	0.9	-14	0.92	1.1	-6
O=C1C(Cc2ccccc2)NC(=S)N1c1ccccc1 (configuration not stated)	1.1	1.1	-8	-10	1	1.1	1	0.85	1.1	-6
CCOC(=O)Nc1nc2ccccc2s1	0.9	1.1	-7	-4	0.9	0.9	56	3.5*	0.8	15
CCOc1nc(Nc2ccc(F)cc2)nc(N2CCN(c3ccc(OC)cc3)CC2)n1	1	1.1	-6	-14	0.8	1	4	0.86	1.1	-7
Cn1c(N)c(C(=O)COC(=O)CSc2ccccc2)c(=O)n(C)c1=O	0.8	1.1	-5	-10	0.9	0.8	-13	1.5	1	1
COc1ccc([N+](=O)[O-])cc1N(CC(=O)NC1CCCC1)S(C)(=O)=O	1	1	-2	-13	1	1	7	1.2	1.1	-10
CCOC(=O)c1sc2nc3c(SCC(=O)O)cc(C(=O)c4ccccc4O)cn3c(=O)c2c1C	1.1	0.9	6	13	0.8	0.6	9	1.1	0.2	79*
CCOC(=O)C1=C(CP(=O)(c2ccccc2)c2ccccc2)NC(=O)NC1c1ccc(OC)cc1 (configuration not stated)	0.8	1	4	-4	0.9	0.9	14	0.84	1	-1
CC(C)C(=O)NC(=S)Nc1ccc(S(=O)(=O)N2CCN(C)CC2)cc1	1	1	-2	-4	0.9	1	1	0.98	1	-3

Looked up above.
PMI act with `COc1ccc([N+](=O)[O-])cc1N(CC(=O)NC1CCCC1)S(C)(=O)=O` stands at 1
FLuc stim CS with `CC(C)C(=O)NC(=S)Nc1ccc(S(=O)(=O)N2CCN(C)CC2)cc1` stands at 1
TNAP inh hiacc with `CCOc1nc(Nc2ccc(F)cc2)nc(N2CCN(c3ccc(OC)cc3)CC2)n1` stands at -6
FLuc stim CS with `CCOC(=O)c1sc2nc3c(SCC(=O)O)cc(C(=O)c4ccccc4O)cn3c(=O)c2c1C` stands at 0.2

Going on with the list:
SMILES	PMI act	TNAP act hiacc	TNAP inh hiacc	TNAP inh no acc	bIAP activator	PMI act satM6P	APP 5'UTR act	NF-kB neuron act	FLuc stim CS	FLuc inh counter
COc1ccc(C(=O)NC(=S)NNC(=O)c2ccc(NC(C)=O)cc2)cc1Br	1	1.1	-7	-112	1.4	1.1	6	0.95	1	-4
Cc1cc(/C=C2/C(=N)N3C(=NC2=O)SN=C3S(C)(=O)=O)c(C)n1-c1ccccc1	1.6	1	4	1	1.1	1.8	65	2.9	0.1	90*
COc1ccc(NCc2nnc(SCC(=O)Nc3ccccc3)n2C)cc1	1	1	-2	1	1.1	0.9	-2	/	1.1	-6
CCn1cc(CN2CCN(Cc3ccc(C)o3)C(CCO)C2)c2ccccc21 (configuration not stated)	0.9	1	1	-1	1	0.9	-11	1.1	1	-4
Cc1ccccc1-n1nc(C)c2c(C(=O)NN)cc(-c3ccncc3)nc21	1.2	1	-4	-8	1	1.1	-9	1.6	1.1	-7
CCOc1ccccc1OCCCC(=O)N(C)CC(=O)Nc1cc(C)ccc1C	0.9	1	-3	-4	1.2	0.8	-16	1.1	1	-4
COc1ccc(C(=O)CSc2nnc(CCc3ccccc3)n2-c2ccccc2)cc1	0.9	1	-2	-2	0.9	0.9	0	0.9	1	0
Fc1ccc(-c2cn3cc(C(F)(F)F)cc(Cl)c3n2)cc1	1	1	-3	-10	1	1	168*	7.3*	0.7	32
CC1CC(=S)Nc2ccccc2S1 (configuration not stated)	1.1	1	2	-5	1.1	1.1	10	1.1	1	-4
CC(NC(=S)Nc1ccc(OC(F)F)cc1)c1ccc(F)cc1 (configuration not stated)	0.8	1.1	-6	-8	0.8	0.9	-5	0.96	1.1	-9
COc1ccccc1NC(=O)c1cc2ccc(O)cc2o/c1=N\O	1	0.9	7	6	0.9	1	12	0.56	0.9	8
c1ccc(-c2nnc3sc(-c4cc5ccccc5o4)nn23)cc1	0.9	1	-4	-1	0.8	1	28	1	1.1	-11

Arranged by value in bIAP activator (falling): 3 from the list above
compound	bIAP activator
Fc1ccc(-c2cn3cc(C(F)(F)F)cc(Cl)c3n2)cc1	1
COc1ccccc1NC(=O)c1cc2ccc(O)cc2o/c1=N\O	0.9
CC(NC(=S)Nc1ccc(OC(F)F)cc1)c1ccc(F)cc1 (configuration not stated)	0.8

(cont.)
SMILES	PMI act	TNAP act hiacc	TNAP inh hiacc	TNAP inh no acc	bIAP activator	PMI act satM6P	APP 5'UTR act	NF-kB neuron act	FLuc stim CS	FLuc inh counter
O=C(c1cc([N+](=O)[O-])ccc1N1CCCCC1)N1CCc2ccccc21	0.9	1	5	-2	0.9	1	-42	0.8	1.1	-6
COc1ccc(-c2cn[nH]c2N)c(OC)c1	0.9	1	-3	-9	0.9	0.9	4	1	1	-3
CN(CC(=O)Nc1ccc2c(c1)OCCO2)S(=O)(=O)c1cccc2cccnc12	1.1	1.1	-10	10	0.9	1	6	0.71	1	1
CCCOc1ccc(Br)cc1CSC(=N)N	0.8	0.9	7	20	0.9	1	1	0.89	1.1	-7
Cc1csc(SCCn2c(N3CCN(c4ccccc4)CC3)nc3c2c(=O)[nH]c(=O)n3C)n1	1	1.1	-6	-8	1.1	1	-12	0.67	1	-3
Cn1cnnc1SCC(=O)Nc1ccc(Cl)cn1	1	1	1	-6	1.1	1	-21	1.2	1.1	-7
Cc1cc(C(=O)Nc2cccc(O)c2)c(C)o1	0.9	1	-1	-2	0.9	1	-8	1.4	1	4
C(=N\n1cnnc1)/c1ccc(OCc2cccc3ccccc23)cc1	0.9	1	-4	-9	0.9	0.9	29	0.94	1	-2
CC(C)CCNC(=O)c1ccc(Cl)c(N)c1	1	1	-2	-9	1	1.1	25	1.7	0.9	11
CC(=O)c1cccc(NC(=O)CC2S/C(=N/N=C/c3cccs3)NC2=O)c1 (configuration not stated)	1	1	-3	3	1.1	1	-2	0.99	1.1	-6
CCC1S/C(=N/N=C/c2cccs2)NC1=O (configuration not stated)	1	1	-2	6	0.9	1	10	1.4	1.1	-7
CCn1c(SCC(=O)Nc2nccs2)nnc1-c1ccc(S(=O)(=O)N2CCCCCC2)cc1	0.9	1.1	-10	-5	1	1	8	0.94	1.1	-6

Compound profiles, from the list above. Order of screens: PMI act | TNAP act hiacc | TNAP inh hiacc | TNAP inh no acc | bIAP activator | PMI act satM6P | APP 5'UTR act | NF-kB neuron act | FLuc stim CS | FLuc inh counter
`CN(CC(=O)Nc1ccc2c(c1)OCCO2)S(=O)(=O)c1cccc2cccnc12` is listed as 1.1 | 1.1 | -10 | 10 | 0.9 | 1 | 6 | 0.71 | 1 | 1
`Cc1cc(C(=O)Nc2cccc(O)c2)c(C)o1` is listed as 0.9 | 1 | -1 | -2 | 0.9 | 1 | -8 | 1.4 | 1 | 4
`CCCOc1ccc(Br)cc1CSC(=N)N` is listed as 0.8 | 0.9 | 7 | 20 | 0.9 | 1 | 1 | 0.89 | 1.1 | -7
`Cc1csc(SCCn2c(N3CCN(c4ccccc4)CC3)nc3c2c(=O)[nH]c(=O)n3C)n1` is listed as 1 | 1.1 | -6 | -8 | 1.1 | 1 | -12 | 0.67 | 1 | -3
`CC(=O)c1cccc(NC(=O)CC2S/C(=N/N=C/c3cccs3)NC2=O)c1` (configuration not stated) is listed as 1 | 1 | -3 | 3 | 1.1 | 1 | -2 | 0.99 | 1.1 | -6

From PubChem BioAssay
